BAP1 block – human BAP1 deubiquitinase inhibition | recombinant BAP1, Ub-AMC hydrolysis fluorescence kinetic; active compounds read low | activity remaining (% of control), % at 20 µM | 0.48% of 72,000 active;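 active means activity remaining at or below 50% of control, provided the compound also passes the data quality filters; inactive means the rest, including low values that fail the filters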;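 further: 100% = DMSO wells rate and 0% = substrate alone blank rate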
Target sequence (Q92560 whole entry, looked up): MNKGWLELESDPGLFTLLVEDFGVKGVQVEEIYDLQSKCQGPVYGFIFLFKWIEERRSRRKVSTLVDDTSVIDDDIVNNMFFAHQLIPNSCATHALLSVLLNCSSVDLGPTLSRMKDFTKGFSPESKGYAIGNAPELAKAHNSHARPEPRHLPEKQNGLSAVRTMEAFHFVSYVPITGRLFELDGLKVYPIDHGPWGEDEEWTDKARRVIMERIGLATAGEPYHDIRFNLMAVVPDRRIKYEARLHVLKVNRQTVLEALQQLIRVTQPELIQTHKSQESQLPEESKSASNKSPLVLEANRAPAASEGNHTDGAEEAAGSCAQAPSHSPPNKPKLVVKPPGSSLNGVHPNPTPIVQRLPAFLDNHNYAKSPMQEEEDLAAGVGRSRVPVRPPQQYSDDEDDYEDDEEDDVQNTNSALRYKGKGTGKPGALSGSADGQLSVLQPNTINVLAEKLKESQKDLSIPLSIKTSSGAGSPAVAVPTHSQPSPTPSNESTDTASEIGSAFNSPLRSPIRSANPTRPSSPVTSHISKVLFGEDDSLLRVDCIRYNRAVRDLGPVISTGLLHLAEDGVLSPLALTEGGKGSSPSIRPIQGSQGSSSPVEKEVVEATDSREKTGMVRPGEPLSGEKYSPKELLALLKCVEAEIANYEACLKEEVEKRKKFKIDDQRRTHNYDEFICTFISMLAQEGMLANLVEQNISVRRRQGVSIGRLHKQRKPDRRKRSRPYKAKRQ
HePTP inh – inhibitors of human HePTP phosphatase. inhibition, % at 20 µM. 0.64% of 110,000 active. P35236. recombinant HePTP phosphatase activity, OD absorbance; in the data active means inhibition above about 50%;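 further: plate controls were vehicle for no effect and reference inhibitor for full effect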
Target sequence (P35236 whole entry, looked up): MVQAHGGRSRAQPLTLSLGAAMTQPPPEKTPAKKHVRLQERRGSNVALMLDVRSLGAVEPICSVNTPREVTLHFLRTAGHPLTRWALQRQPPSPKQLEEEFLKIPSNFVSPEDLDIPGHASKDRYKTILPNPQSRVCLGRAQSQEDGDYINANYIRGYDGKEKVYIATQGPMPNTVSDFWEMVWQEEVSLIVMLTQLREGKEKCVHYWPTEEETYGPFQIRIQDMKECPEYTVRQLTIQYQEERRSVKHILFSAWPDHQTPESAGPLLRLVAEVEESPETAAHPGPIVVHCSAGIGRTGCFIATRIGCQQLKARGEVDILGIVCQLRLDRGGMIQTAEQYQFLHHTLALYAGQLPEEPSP
Starred values were filed as active, the others as inactive; / = no result given.

SMILES	BAP1 block	HePTP inh
Cn1ccnc1SCC(=O)Nc1ccc2nc(SCC(=O)NC3CC3)sc2c1	93	-9
CN1CCC(=NNC(=O)C(=O)NC2CCCC2)CC1	/	10
COc1ccc(/C=C/C(=O)NC(C)Cc2ccccc2)cc1OC (stereo not given)	/	-13
COc1ccc(N2CCN(C(=O)Cn3nnc(-c4cccs4)n3)CC2)cc1	97	-17
O=C1CC(N2CCC(Cc3ccccc3)CC2)C(=O)N1c1cccc(Br)c1 (stereo not given)	/	-2
O=C(NCc1ccc(N2CCCC2=O)cc1)c1cn(CCc2ccccc2)nn1	/	0
COc1ccc(C2/C(=C(\O)c3cc(C)ccc3C)C(=O)C(=O)N2CCN(C)C)cc1OC (stereo not given)	81	-8
CC(=O)N/C(=C\c1ccccc1)C(=O)N1CCCCCC1	/	8
CN(CCCNC(=O)CN1C(=O)CC(C)(C)S(=O)(=O)c2ccccc21)C1CCCCC1	104	6
COc1cc([N+](=O)[O-])cc(/C=C2/C(=O)NC(=O)N(c3ccc(C)cc3)C2=O)c1O	/	1
Cc1cc(C)n(C(=O)CNC(=O)c2ccc(Cl)cc2)n1	/	-5
CC1=CC(C)(C)Nc2cc(C)c(C)cc21	48*	2
COc1ccc(NC(=O)COc2ccc(C)cc2C)c([N+](=O)[O-])c1	/	-6
ONC(=Nc1ccc2c(c1)OCO2)C(=Nc1ccc2c(c1)OCO2)NO	/	-8
Cn1c(=O)c2c(nc(NCc3ccco3)n2CCc2ccccc2)n(C)c1=O	88	10
O=C(Nc1ccc(O)cc1)c1ccc2c(c1)C(=O)N(c1ccc([N+](=O)[O-])cc1)C2=O	/	11
Clc1ccc(Cc2nn3c(-c4ccncc4)nnc3s2)cc1	98	-8
CCOc1ccccc1NC(=O)C(=O)NCCc1ccc(OC)c(OC)c1	/	5
O=C(CSc1nnc(-c2ccccc2)c(-c2ccccc2)n1)Nc1nccs1	/	6
CCn1c(=O)n(CC)c2cc(S(=O)(=O)N3CCOCC3)ccc21	101	3
C/C(O)=C/C(N)=NC(=O)c1ccccc1	/	5
COc1ccc(OC)c(/C=C2\C(=O)NN(c3ccc(Cl)c(Cl)c3)C2=O)c1	/	-3
Cc1nc2ccccc2n1CC(=O)N1CC(=O)Nc2ccccc21	111	8
COc1ccc(NC(=O)c2cccc(NC(=O)C3C4CC5OC(=O)C3C5C4)c2)c(OC)c1 (stereo not given)	91	4
C=CCOc1cccc(C2C(C(=O)c3ccc(C)o3)=C(O)C(=O)N2CCN(C)C)c1 (stereo not given)	95	-3
CCCC(=O)Nc1nn(CCC)c2nc3ccccc3cc12	100	6
Cc1nc(SCC(=O)Nc2ccc(F)cc2)c2oc3ccccc3c2n1	85	-6
CCNC(=O)C(=O)Nc1ccc(OC)cc1	/	5
Cc1cccc(N2CCN(C(=O)CCNS(=O)(=O)c3ccc4c(c3)CCC(=O)N4)CC2)c1C	58	3
CCOC(=O)c1sc(NC(=O)COC(=O)Cn2cnc3ccccc32)c(C(=O)OCC)c1C	68	14
O=C(c1ccc(Br)o1)N1CCN(c2ccc(Cl)cc2)CC1	/	9
O=C(O)c1ccc(N/N=C/c2ccc3c(c2)OCO3)cc1	/	-14
Cc1cc(NCCOCCO)n2ncc(-c3ccc(Cl)cc3)c2n1	98	5
COC(=O)c1nc(N)sc1-c1ccccc1	122	-15
O=C(Cn1c2ccccc2c(=O)c2ccccc21)N/N=C/c1cc([N+](=O)[O-])ccc1N1CCCC1	/	10
Cc1[nH][nH]c(=O)c1C(c1ccccc1Cl)C(C#N)C#N (stereo not given)	/	-3
COC(=O)C1=C(C)NC2=C(C(=O)CC(c3ccc(OC)cc3)C2)C1c1ccc2c(c1)OCO2 (stereo not given)	185	/
O=C(CN1CCCCC1)Nc1ccccc1NC(=O)CN1CCCCC1	54	6
Cc1[nH]nc2c1C(c1ccccn1)N(c1ccc(Br)cc1)C2=O (stereo not given)	103	6
OC1CC(c2ccccc2)NC(c2ccco2)C1 (stereo not given)	/	-2

Structural class: those above containing a Cl atom
SMILES	BAP1 block	HePTP inh
Cc1cc(C)n(C(=O)CNC(=O)c2ccc(Cl)cc2)n1	/	-5
Clc1ccc(Cc2nn3c(-c4ccncc4)nnc3s2)cc1	98	-8
COc1ccc(OC)c(/C=C2\C(=O)NN(c3ccc(Cl)c(Cl)c3)C2=O)c1	/	-3
O=C(c1ccc(Br)o1)N1CCN(c2ccc(Cl)cc2)CC1	/	9
Cc1cc(NCCOCCO)n2ncc(-c3ccc(Cl)cc3)c2n1	98	5
Cc1[nH][nH]c(=O)c1C(c1ccccc1Cl)C(C#N)C#N (stereo not given)	/	-3

Going on with the list:
SMILES	BAP1 block	HePTP inh
Cc1cc(C)c2c(CN3CCN(C/C=C/c4ccccc4)CC3)cc(=O)oc2c1	84	4
Cc1cccc(-c2noc(CN(C(=O)c3c(-c4ccccc4Cl)noc3C)C(C)C)n2)c1	73	-5
O=C(CSc1ncccn1)NCc1ccc(F)cc1	92	-2
Cn1ncc2c(Nc3ccc(-c4ccccc4)cc3)ncnc21	/	-13
CCc1ccccc1OCCCCCNCCO	94	4
N#C/C(=C/c1cccc(C(F)(F)F)c1)C(=O)Nc1cccc(Br)c1	/	-6
CC(C)CC(=O)N1CCN(S(=O)(=O)c2ccc(F)cc2)CC1	95	-7
Cc1c(-c2ccc(Cl)cc2Cl)nc2ccccc2c1C(=O)NCc1ccc2c(c1)OCO2	/	103*
COCCNC(=O)CN(C(=O)Cn1nnc2ccccc21)c1ccccc1	108	8
O=C(Nc1nn[nH]n1)c1cccc(Oc2ccccc2)c1	/	3
CCOC(=O)C1CCN(C(=O)CCCCn2c(=O)[nH]c3ccccc3c2=O)CC1	87	2
COc1ccccc1OCC(=O)N1CCN(c2ccccc2OC)CC1	93	-8
CN(C(=O)c1cccc(C#N)c1)c1nnc(C2CCCO2)s1 (stereo not given)	120	10
Cc1ccc2nc(/C(C#N)=C\c3cc(Br)ccc3OC(C)C)[nH]c2c1	/	8
COc1ccc([N+](=O)[O-])cc1NC(=O)CC(C)C	/	4
COc1ccc(/C=N/N=C2/NC(=O)C(CC(=O)O)S2)cc1OC (stereo not given)	/	-10
CC(=O)N1CCN=C1SCc1c(F)cccc1Cl	95	-4
O=C1CC(N2CCC(c3nc4ccccc4[nH]3)CC2)C(=O)N1Cc1ccccc1 (stereo not given)	103	-4
O=C(Nc1ncc(Cc2ccccc2Cl)s1)c1cccc2ccccc12	67	/
Cc1csc(N(C)C(=O)CSc2nnc(COc3ccccc3C)o2)n1	102	-5
Cc1cc(=O)oc2cc(OCC(=O)c3ccc(-c4ccccc4)cc3)ccc12	/	3
Cc1cc(C(=O)CSc2nnnn2-c2ccc(O)cc2)c(C)n1Cc1ccc2c(c1)OCO2	/	8
CNC(=O)CSc1nnc(-c2ccco2)n1-c1ccccc1OC	96	8
c1ccc2c(c1)OCC(c1nn3c(Cn4nnc5ccccc54)nnc3s1)O2 (stereo not given)	/	6
COc1ccc(NC(=O)N[C@@H](CCSC)C(=O)O)cc1Cl	96	-8
CC(=O)Nc1ccc2cc(S(=O)(=O)O)cc(OS(=O)(=O)c3ccccc3)c2c1	/	9
c1ccc(-c2nc(NCc3ccco3)c3ccccc3n2)nc1	103	-6
O=C(Nc1ccc(Cc2ccncc2)cc1)c1ccc2ccccc2c1	/	2
Cc1ccc(-n2c(SCC(N)=O)nc3c([nH]c4ccccc43)c2=O)cc1	76	1
COCCNC(=O)Cn1cnc2sc(C)c(S(=O)(=O)N3CCC(C)CC3)c2c1=O	/	3

Molecules above that have bromine (five):
SMILES	BAP1 block	HePTP inh
O=C1CC(N2CCC(Cc3ccccc3)CC2)C(=O)N1c1cccc(Br)c1 (stereo not given)	/	-2
O=C(c1ccc(Br)o1)N1CCN(c2ccc(Cl)cc2)CC1	/	9
Cc1[nH]nc2c1C(c1ccccn1)N(c1ccc(Br)cc1)C2=O (stereo not given)	103	6
N#C/C(=C/c1cccc(C(F)(F)F)c1)C(=O)Nc1cccc(Br)c1	/	-6
Cc1ccc2nc(/C(C#N)=C\c3cc(Br)ccc3OC(C)C)[nH]c2c1	/	8

Next part:
SMILES	BAP1 block	HePTP inh
O=c1c2c(nc3nc(COc4ccccc4)[nH]n13)CCC2	130	5
Cc1ccc(CNC(=O)C23CC4CC(CC(C4)C2)C3)cc1	/	2
Brc1cc2[nH]cnc2c2ccccc12	58	0
Cc1cccc(N2C(=O)C3C(c4ccccc4)C=CC(c4ccccc4)C3C2=O)c1C (stereo not given)	/	8
C=CCNC(=O)c1ccc(C(=O)c2ccccc2)cc1	/	3
CCOC(=O)C1C(c2ccc(C)o2)NC(=O)NC1(O)C(F)(F)F (stereo not given)	99	6
CS(=O)(=O)N1CCC(C(=O)Nc2ccc(Br)cc2F)CC1	135	-3
Cc1ccc(N2CC(C(=O)N/N=C/c3cccc(Br)c3)CC2=O)cc1 (stereo not given)	/	8
CCCOc1cc(C)c(S(=O)(=O)n2ccc(C)n2)cc1C	107	11
CCCCOC(=O)c1cccc(NC(=O)/C=C/c2ccc(OC)cc2)c1	/	-4

2 consecutive compounds out of the list so far, for reference:
SMILES	BAP1 block	HePTP inh
Cn1ccnc1SCC(=O)Nc1ccc2nc(SCC(=O)NC3CC3)sc2c1	93	-9
CN1CCC(=NNC(=O)C(=O)NC2CCCC2)CC1	/	10

Additional results follow:
SMILES	BAP1 block	HePTP inh
O=C(Nc1cccc2ccccc12)c1ccc(-c2cccc([N+](=O)[O-])c2)o1	/	-7
CCOC(=O)N1CCC(NC(=O)c2cc(C(=O)Nc3ccc(F)cc3F)ccc2CO)CC1	103	3
CCN1C(=O)c2ccc(-c3nc4ccccc4c(=O)o3)cc2C1=O	97	5
CN(CCCNC(=O)c1ccc(N2CCCC2=O)cc1)c1ccccc1	121	-3
CCOC(=O)C1CCN(C(=O)COc2cccc(C)c2)CC1	95	8
CC(=O)Nc1ccc(-c2csc(N)n2)cc1	/	4
COCCNC(=O)c1cc2c(=O)n3cccc(C)c3nc2n(Cc2ccncc2)c1=N	80	11
Cc1ccc(C2CC(C(F)(F)F)n3ncc(C(=O)NCCN4CCOCC4)c3N2)cc1 (stereo not given)	/	14
CCOCCOC(=O)C1=C(C)N(CC)C(=O)NC1c1ccc([N+](=O)[O-])cc1 (stereo not given)	/	-9
Cc1cccc(OCC(=O)Nc2cccc(Br)c2)c1	/	-6
Cc1nnc(NC(=O)C2CCCN(S(=O)(=O)Cc3ccccc3)C2)s1 (stereo not given)	97	-3
O=C(NCCN1CCc2ccccc2C1)C1CC(=O)N(C2CCCC2)C1 (stereo not given)	109	6
CC(=O)NNc1nc2c(c(=O)[nH]c(=O)n2C)n1CCc1ccccc1	/	-12
Cc1ccc(-n2nc3c([n+]2[O-])CCc2nonc2-3)cc1	306	/
O=c1/c(=C/c2ccccc2OS(=O)(=O)c2ccccc2)sc2nc3ccccc3n12	/	8
CCc1ccc2oc(-c3cccc(NC(=O)c4ccccc4Br)c3)nc2c1	56	-1
COC(=O)CC(=O)Cc1nc(N)nc(Nc2ccc(C)c(C)c2)n1	103	9
CCOc1ccc(NC(=O)Nc2ccc(N(C)C(C)=O)cc2)cc1	66	-6
CCOC(=O)c1c(-c2ccccc2)[nH]c2ccc(O)cc12	149	-9
O=C(Oc1ccc(OC(=O)c2cccnc2)cc1)c1cccnc1	66	/

Some of the entries so far, as labelled records:
CCOc1ccc(NC(=O)Nc2ccc(N(C)C(C)=O)cc2)cc1
- BAP1 block: 66
- HePTP inh: -6

CCOC(=O)c1c(-c2ccccc2)[nH]c2ccc(O)cc12
- BAP1 block: 149
- HePTP inh: -9

Later entries:
SMILES	BAP1 block	HePTP inh
Cn1c(/C=C/N2CCOCC2)c(C(=O)c2ccc(Br)cc2)c(=O)n(C)c1=O	83	3
O=C(Nc1ccc2c(c1)OCO2)c1ccc(S(=O)(=O)NCC2CCCO2)cc1 (stereo not given)	108	1
Cc1ccc(C)n1-c1ccc(-c2nnco2)cc1	111	/
O=C(N/N=C/c1cccs1)c1cc(-c2ccc3ccccc3c2)n[nH]1	/	99*
Cc1nc2sc(C(c3ccco3)N3CC(C)OC(C)C3)c(O)n2n1 (stereo not given)	94	5
Cc1cccc(NC(=O)c2cc([N+](=O)[O-])ccc2Cl)c1C	/	-7
CC(C)NC(=O)CN(c1cccc(Br)c1)S(C)(=O)=O	106	9
CC(C)(NC(=O)N1CCCC1)c1cccc(C(C)(C)NC(=O)N2CCCC2)c1	99	14
c1ccc(CCn2nnnc2C(c2cccnc2)N2CCN(c3nc4ccccc4s3)CC2)cc1 (stereo not given)	64	3
CC(=O)c1ccc(C(=O)Nc2ccc(-c3ccc(NC(=O)c4ccc(C(C)=O)cc4)c(C)c3)cc2C)cc1	104	/
COc1ccc(C2CC(c3ccccc3O)=NN2)cc1 (stereo not given)	/	-7
O=C(CSc1nnc(-c2cccs2)n1Cc1ccco1)Nc1ccc2c(c1)OCO2	124	8
Cc1ccc(-c2noc(C3CCN(S(=O)(=O)c4ccc5c(c4)OCCO5)CC3)n2)o1	65	-2
Cn1nc(-c2ccc(C(=O)N3CCN(c4ccccc4)CC3)cc2)c2ccccc2c1=O	151	-5
O=C(NC(C(=O)c1ccccc1)n1cnccc1=O)c1ccccc1 (stereo not given)	/	5
CC1CCCN(C(=O)Cn2nnc(-c3cccnc3)n2)C1 (stereo not given)	77	10
CCCCCC12CCC(O)(CC1)C/C2=N/NS(=O)(=O)c1ccc(C)cc1	/	3
Cc1ccc(S(=O)(=O)N(C)CC(=O)NC2CCCC2)cc1	97	10
Cc1cc(C)c2c3c(sc2n1)C1(CCSCC1)C(C#N)=C(N)O3	95	/
Cc1cc(C)c2oc(-c3cccc(NC(=O)c4ccccc4C)c3)nc2c1	/	-8
COc1ccc(CC(=O)NC2C3CC4CC(C3)CC2C4)cc1OC (stereo not given)	/	-2
c1cc(CN2CCN(C3CCCCC3)CC2)ccn1	/	-7
O=C(CC1(O)C(=O)N(CN2CCOCC2)c2ccccc21)c1ccccc1 (stereo not given)	/	3
CCn1cc(C(=O)NN)c(=O)c2cc(F)c(N3CCCCC3)cc21	/	-7
CCOC(=O)c1c(C)nc(C(Cl)(Cl)Cl)nc1N	/	0
CCC(=O)N1CCc2cc(Br)cc(S(=O)(=O)NCC3CCCO3)c21 (stereo not given)	/	11
